# Screens from PubChem BioAssay.
# STEP inh – inhibitors of human striatal-enriched phosphatase STEP; inhibition, % at 20 µM; P54829; 360,000 tested, 0.25% active; recombinant STEP, OMFP fluorogenic substrate, fluorescence;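 active means inhibition at 20 µM, scaled per plate between control wells, above about 37%, limit read from the data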;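 further: 0% = DMSO with enzyme and substrate and 100% = substrate only without enzyme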
#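 Material: STEP (striatal-enriched tyrosine phosphatase) enzyme, cell-free; Compound dosing: 20 µM single dose in 1% DMSO; Technique: fluorescence read at 480 nm ex / 540 nm em; Times: reaction 20 min, ambient temperature; Medium: 50 mM Bis-Tris pH 6.0 with 2.5 mM DTT and 0.005% Tween 20; Also added: OMFP at 25 µM.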
# LMPTP block – blocks human LMPTP phosphatase. P24666. recombinant LMPTP-A, OMFP fluorogenic substrate, fluorescence intensity. inhibition, % at 20 µM. 360,000 tested, 0.22% active. AID 651560;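 active means compounds that cut the enzyme signal by at least half of the control window in the single-dose screen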;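 further: plate controls were DMSO wells with enzyme plus substrate for no effect and substrate without enzyme for full effect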
#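 Assay system: LMPTP-A enzyme. Input: 0.625 nM LMPTP-A final. Probe or stimulus: 400 µM OMFP. Compound dosing: single 20 µM dose. Schedule: 50 min dark incubation at room temperature. Detection: fluorescence intensity of OMFP turnover product. Read-out: percent inhibition versus substrate-only and uninhibited controls. Benchmarks: no-enzyme low control, uninhibited high control.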
# NadD inh – inhibitors of Staphylococcus aureus NadD; purified NadD enzyme, colorimetric absorbance read-out; inhibition, % at 20 µM; 360,000 tested, 0.78% active; AID 602399; in the data active means inhibition above about 26%; further: some compounds past the cut are filed as inactive
# Tb MetRS inh – blocks T. brucei methionyl-tRNA synthetase activity. inhibition, % at 11.9 µM. 360,000 tested, 0.4% active. AID 624268. purified T. brucei MetRS, ATP depletion, Kinase-Glo luminescence;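 active means inhibition above a per-plate cutoff of the control wells' mean inhibition plus 3 SD, cut at about 5.5% in these data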;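 further: 0% = DMSO wells median and 100% = median of wells with control inhibitor compound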
#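 Dosing: 11.9 µM compound single dose, 0.9% DMSO; Assay system: purified T. brucei MetRS enzyme; Measured by: Kinase-Glo luciferase luminescence reporting remaining unconsumed ATP; Schedule: 15 min plus 2 h at 25 °C.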
# NRP1-CendR mod – NRP-1/CendR interaction modulation; O14786; FAM-RPARPAR peptide binding to NRP-1, fluorescence polarization; inhibition, % at 25 µM; 360,000 tested, 0.85% active;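 active means inhibition or corrected inhibition above about 18%, plus a signal ratio from 0.5 to 1.5, limit read from the data, passing the limit was not always enough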; further: strong numbers were not always called active
# Target sequence (O14786 whole entry, looked up): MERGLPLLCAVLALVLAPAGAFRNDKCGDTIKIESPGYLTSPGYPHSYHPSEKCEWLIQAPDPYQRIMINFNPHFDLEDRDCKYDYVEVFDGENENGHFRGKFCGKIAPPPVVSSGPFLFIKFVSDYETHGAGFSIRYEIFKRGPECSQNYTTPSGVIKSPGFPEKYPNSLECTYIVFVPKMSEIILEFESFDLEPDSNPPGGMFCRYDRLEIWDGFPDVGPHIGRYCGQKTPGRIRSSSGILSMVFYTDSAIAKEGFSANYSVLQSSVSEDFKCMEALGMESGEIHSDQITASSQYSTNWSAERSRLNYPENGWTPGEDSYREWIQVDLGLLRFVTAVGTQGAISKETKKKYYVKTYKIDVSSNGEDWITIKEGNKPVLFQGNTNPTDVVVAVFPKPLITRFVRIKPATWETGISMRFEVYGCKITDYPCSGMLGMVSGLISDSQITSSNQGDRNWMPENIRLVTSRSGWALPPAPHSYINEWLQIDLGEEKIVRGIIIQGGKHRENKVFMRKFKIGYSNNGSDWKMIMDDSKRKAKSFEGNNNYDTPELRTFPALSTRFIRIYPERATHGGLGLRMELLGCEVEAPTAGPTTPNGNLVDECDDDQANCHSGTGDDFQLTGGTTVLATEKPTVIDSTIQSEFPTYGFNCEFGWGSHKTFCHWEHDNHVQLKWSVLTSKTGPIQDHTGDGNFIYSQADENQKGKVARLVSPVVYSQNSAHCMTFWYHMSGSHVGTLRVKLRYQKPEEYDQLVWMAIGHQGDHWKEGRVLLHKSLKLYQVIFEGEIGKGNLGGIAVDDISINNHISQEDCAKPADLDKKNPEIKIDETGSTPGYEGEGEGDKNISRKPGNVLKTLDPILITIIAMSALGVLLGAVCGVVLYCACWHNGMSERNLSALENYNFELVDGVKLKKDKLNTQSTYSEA
# Neddyl block – blocks human cullin neddylation | calls only at 25 µM | TR-FRET cullin neddylation, biochemical | P61081+Q13564 | AID 651699 | 360,000 tested, 0.58% active; in the data active means inhibition above about 36%
# DNMT1 inh – DNMT1 (human) enzyme inhibition | P26358 | DNMT1 molecular beacon, Hinp1I cleavage, fluorescence | inhibition (reported as % activation of signal), % at 10 µM | 360,000 tested, 0.83% active; in the data active means inhibition above about 50%
# SUMO1 PPI mod – modulators of human SUMO1-mediated protein-protein interactions; P63165; SUMO1 binding to a labelled peptide, TR-FRET, 1 h; inhibition, % at 20 µM; 360,000 tested, 0.33% active; AID 602429; in the data active means inhibition above about 37%
# Target sequence (P63165 whole entry, looked up): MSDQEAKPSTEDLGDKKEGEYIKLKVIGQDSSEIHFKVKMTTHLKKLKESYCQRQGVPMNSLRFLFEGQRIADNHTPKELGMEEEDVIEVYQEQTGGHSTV
# Scp-1 inhibitor – Scp-1 (human) phosphatase inhibition; Recombinant Scp1, phosphopeptide, malachite green phosphate absorbance; 340,000 tested, 0.88% active; AID 493091; Q9GZU7; inhibition, % at 20 µM;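 active means inhibition above about 50% at 20 µM, limit read from the data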;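 further: plate controls were DMSO wells with enzyme for no effect and wells lacking enzyme for full effect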
#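 Incubation: 45 min enzyme reaction at room temperature / System: truncated SCP-1 phosphatase (76-261aa) / Reagent: Phospho 17-mer peptide substrate / Buffer or medium: Acidic Tris acetate buffer with magnesium and detergent / Signal: absorbance at 630 nm / Doses: one concentration, 20 µM, with 1.0% DMSO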
# SKN-1 block – C. elegans SKN-1 inhibition; C. elegans VP596 Pgst-4::GFP/RFP ratio, acrylamide-induced, 24 h; inhibition, % at 21.8 µM; 360,000 tested, 0.49% active; AID 624304;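 active means interference check ratio from 0.5 to 1.5 plus GFP to RFP signal ratio inhibition reaching or exceeding a fixed threshold, cut at about 30% in these data, passing the limit was not always enough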; further: some compounds called inactive have numbers as strong as hits
# Active calls of the source: *; i = inactive; . = no result given. Outcome played no part in choosing rows; about 4.6% have a hit in one of these screens.
# The opening 10 compounds, ahead of the listing:
entry	structure	STEP inh	LMPTP block	NadD inh	Tb MetRS inh	NRP1-CendR mod	Neddyl block	DNMT1 inh	SUMO1 PPI mod	Scp-1 inhibitor	SKN-1 block
1	Cc1cc(/C=C/C(=O)O)c(C)n1-c1ccc(Cl)cc1	0	0.2	7	0.5	-34	i	9	9	-13	7
2	CN(C)c1ccc(S(=O)(=O)N(C)C)cc1NC(=O)Cc1cccc2ccccc12	1	2.5	-7	-0.1	4	i	-2	0	-1	-21
3	C(=N\n1cnnc1)/c1cccn1-c1ccccc1	0	-0.6	3	-1.0	7	i	6	1	-1	-4
4	CCC(CO)N=CC1=C(O)C(C(=O)c2ccccc2)CCC1=O (stereo unspecified)	0	-1.2	5	0.1	-17	i	-6	1	-8	-14
5	Cc1ccc2nc(-c3ccccc3)c(CC3CCCCC3)n2c1	-3	1.3	1	-0.1	-20	i	-7	2	.	-1
6	COc1cc(CN2CCN(c3ncccn3)CC2)cc(OC)c1	-4	-1.7	4	1.1	-4	i	-2	3	-1	16
7	O=C(CN1CCOCC1)OCCCc1ccccc1	-1	0.9	2	0.1	1	i	-3	-2	-6	12
8	O=c1ccnc(Nc2ccc(Cl)cc2)[nH]1	-6	-0.4	-2	1.5	2	i	1	0	-4	3
9	CCOc1ccc2nc(S(=O)(=O)NC(=O)C3(C)CCN3C(=O)c3cccc(F)c3)sc2c1 (stereo unspecified)	5	-1.2	2	0.5	0	i	4	5	.	11
10	Oc1ccc2ccccc2c1C=Nc1ccccc1Br	0	-0.9	2	0.3	126	i	-7	-13	4	-23

# The list itself, from the start:
entry	structure	STEP inh	LMPTP block	NadD inh	Tb MetRS inh	NRP1-CendR mod	Neddyl block	DNMT1 inh	SUMO1 PPI mod	Scp-1 inhibitor	SKN-1 block
1	Cc1cc(/C=C/C(=O)O)c(C)n1-c1ccc(Cl)cc1	0	0.2	7	0.5	-34	i	9	9	-13	7
2	CN(C)c1ccc(S(=O)(=O)N(C)C)cc1NC(=O)Cc1cccc2ccccc12	1	2.5	-7	-0.1	4	i	-2	0	-1	-21
3	C(=N\n1cnnc1)/c1cccn1-c1ccccc1	0	-0.6	3	-1.0	7	i	6	1	-1	-4
4	CCC(CO)N=CC1=C(O)C(C(=O)c2ccccc2)CCC1=O (stereo unspecified)	0	-1.2	5	0.1	-17	i	-6	1	-8	-14
5	Cc1ccc2nc(-c3ccccc3)c(CC3CCCCC3)n2c1	-3	1.3	1	-0.1	-20	i	-7	2	.	-1
6	COc1cc(CN2CCN(c3ncccn3)CC2)cc(OC)c1	-4	-1.7	4	1.1	-4	i	-2	3	-1	16
7	O=C(CN1CCOCC1)OCCCc1ccccc1	-1	0.9	2	0.1	1	i	-3	-2	-6	12
8	O=c1ccnc(Nc2ccc(Cl)cc2)[nH]1	-6	-0.4	-2	1.5	2	i	1	0	-4	3
9	CCOc1ccc2nc(S(=O)(=O)NC(=O)C3(C)CCN3C(=O)c3cccc(F)c3)sc2c1 (stereo unspecified)	5	-1.2	2	0.5	0	i	4	5	.	11
10	Oc1ccc2ccccc2c1C=Nc1ccccc1Br	0	-0.9	2	0.3	126	i	-7	-13	4	-23
11	Cc1[nH]c2ccccc2c1C(=O)C(C)OC(=O)C1CCC1 (stereo unspecified)	0	-0.1	-8	-0.3	3	i	-4	8	-4	-35
12	CC(=O)Nc1cccc(Nc2nc(-c3cccs3)nc3ccccc23)c1	-1	11	6	0.1	2	i	3	-9	7	0
13	Cc1cc(N/N=C/c2ccc(O)cc2)c2cccc(C)c2n1	2	57*	9	0.1	-2	i	37	-1	-1	13
14	CC1CCN(C(=O)c2ccc(S(=O)(=O)N3CCOCC3)cc2)CC1	2	-0.8	-3	-0.6	2	i	1	-4	-1	-10
15	COc1ccc2c(c1)CCCN2S(=O)(=O)c1ccc(Cl)cc1	2	2.2	-1	-0.1	-3	i	1	2	-18	27
16	O=[N+]([O-])c1cc(-c2csc(NCCc3nc4cc(Cl)c(Cl)cc4n3CCCO)n2)ccc1Cl	-2	4.9	10	-0.1	31*	i	-36	-17	-3	3
17	O=C(O)CC/C(=N\Nc1ccc([N+](=O)[O-])cc1)c1ccccc1	2	3.3	-6	-1.1	-60	i	0	-32	-7	-3
18	CCn1ncc(NC(=S)Nc2ccc3c(c2)OCO3)c1C(N)=O	5	1.8	3	0.2	-1	i	-6	-4	-5	-2
19	COc1ccc(N=CC2=C(O)CCCC2=O)cc1	-1	-1.8	0	-0.7	7	i	1	-9	-3	-2
20	CCCN(CC(=O)Nc1ccccc1C)C(=O)c1ccc(-c2ccccc2)cc1	1	0.5	-10	-0.8	7	i	1	2	2	-1
21	COc1ccccc1C(=O)N1CCN(Cc2nc3cc([N+](=O)[O-])ccc3n2C)CC1	-4	-0.3	3	1.6	0	i	-1	-5	-3	8
22	Cc1nn(Cc2noc(C(=O)NCCCn3ccnc3)n2)c(C)c1Br	0	-1.8	2	-0.5	7	i	2	-3	-4	1
23	COc1ccc(Cc2nnc(Cl)c3ccccc23)cc1OC	1	-2.4	-6	-0.5	-7	i	1	1	-17	6
24	Cn1cc(Cl)c(-c2n[nH]c(=S)n2-c2ccccc2)n1	-1	-2.0	3	0.2	0	i	2	0	-1	-1
25	Cc1ccccc1Nc1nc(N)nc(COC(=O)CC2CC3CCC2C3)n1 (stereo unspecified)	-2	1.0	-1	-0.4	27*	i	1	-2	2	0
26	O=C(CN1C(=O)C2CC=CCC2C1=O)Nc1ccc(F)cc1F (stereo unspecified)	-2	-1.6	-5	-0.3	0	i	9	6	0	-2
27	CCOC(=O)c1c(SC)nc(SC)c2c1CCC2	9	-0.2	4	2.0	4	i	1	-1	6	1
28	CCN(Cc1cc(=O)n2cc(Cl)c(C)c(Cl)c2n1)Cc1nc2ccccc2c(=O)[nH]1	-1	0.0	5	-1.2	-6	i	2	-5	-5	3
29	OCCCc1n[nH]c(=S)n1-c1ccccc1	2	0.2	-1	0.2	23*	i	1	2	-1	-4
30	CN1CCN(C(=O)Nc2ccc([N+](=O)[O-])cc2)CC1	0	0.7	-6	-0.8	-13	i	-2	-12	6	0
31	COc1ccc(OC)c(C(=O)CSc2nc3c(c(=O)n(C)c(=O)n3C)n2C(C)C)c1	1	0.1	-7	-0.3	-2	i	1	-13	-5	3
32	O=C(CSc1ccc(-c2ccco2)nn1)NCc1ccc(Cl)cc1	0	-1.1	-2	0.6	-6	i	-1	-2	-9	-2
33	CS(=O)(=O)c1ccc(NC(=O)CCCc2nc3ccccc3c(=O)[nH]2)cc1	-3	-1.7	-1	-0.2	-1	i	3	-7	-8	-9
34	O=C(CCc1ccc(F)c(F)c1)NC1CCCN(Cc2ccc(Cl)cc2)C1 (stereo unspecified)	1	-1.0	-1	0.0	-4	i	-1	2	0	9
35	Cc1ccc(NC(=S)NC2CCN(Cc3ccccc3)CC2)cc1C	-2	-1.7	-12	-0.6	5	i	2	3	-7	-3
36	COc1cc(-c2ccc(NC(C)=O)c(OC)c2)ccc1NC(C)=O	-1	0.4	-3	-0.5	10	i	1	4	-11	-4
37	CCOC(=O)c1c(C=O)c(C)n(Cc2ccccc2)c1C	9	-0.4	-2	0.4	14	i	2	2	-4	-7
38	N#C/C(=C/c1ccc(N2CCCC2)c([N+](=O)[O-])c1)c1nc2ccccc2[nH]1	3	5.0	36*	0.0	6	i	30	-6	4	21
39	O=C(CC(=O)NN=C1CCCCCC1)NCc1cccnc1	0	-1.6	-1	-0.3	-5	i	-1	11	-6	-3
40	COc1ccc(CN(CC(=O)NC2CCCC2)C(=O)CCC(=O)Nc2cc(C)on2)cc1	-1	-1.4	2	-1.0	-8	i	2	-3	17	-14
41	O=C(NCCCO)/C(=C\c1ccco1)NC(=O)c1ccco1	2	-0.3	-5	1.2	-2	i	1	2	-4	6
42	Cc1cccc(NC(=O)CCC(=O)N/N=C/c2cc([N+](=O)[O-])ccc2O)c1	-3	-0.9	2	-0.1	-12	i	7	-12	4	-1
43	Cc1nnc(NC(=O)C2CCCO2)s1 (stereo unspecified)	0	-0.5	6	-0.2	7	i	-3	-1	-8	2
44	O=C(CSCc1ccc(Br)cc1)NCc1ccccn1	-3	-0.9	-7	-0.1	6	i	-4	-2	-14	3
45	COc1ccc(S(=O)(=O)Cc2ccc(C(=O)NCCCN3CCc4ccccc4C3)o2)cc1	-4	2.8	1	0.0	-3	i	-6	-13	-4	0
46	CC(CN1CCCCC1)OC(=O)COc1ccc(Cl)cc1 (stereo unspecified)	-4	-0.9	-6	-0.1	6	i	2	8	-10	15
47	CC(NC(=O)c1ccc2ccccc2n1)c1ccc(S(N)(=O)=O)cc1 (stereo unspecified)	-1	-1.0	-5	-0.6	-2	i	0	-4	-5	4
48	CCOC(=O)c1sc(NC(=O)CSc2nc(-c3ccco3)cc(C(F)(F)F)n2)c(C(=O)OCC)c1C	3	-1.5	6	-0.7	6	i	2	2	-7	9
49	COc1cccc(NC(=S)N2CCN(S(=O)(=O)c3ccc(F)cc3)CC2)c1	2	0.2	-1	0.7	0	i	3	9	-10	10
50	CCOc1ccccc1NC(=O)COc1ccc2c(c1)OCO2	1	0.2	-4	-0.3	3	i	0	3	-8	-5
51	OC(c1ccccc1)c1nc(-c2cncnc2)cs1 (stereo unspecified)	0	-2.7	-3	-0.1	-11	i	2	2	.	8
52	Cc1ccc(NCCC(=O)c2cccc([N+](=O)[O-])c2)c(C)c1	-1	1.0	3	0.0	2	i	-5	-21	6	19
53	Cc1cc(N2CCN(Cc3cn(C)nc3-c3cccc(Cl)c3)CC2)cc(C)n1	0	3.4	-10	-0.8	4	i	0	4	-2	-15
54	Cc1cccc(OC(C)C(=O)N2CCCc3ccccc32)c1 (stereo unspecified)	0	0.2	4	0.1	2	i	4	1	-1	8
55	Cc1cc(NC(=O)CCC(=O)N(CC(=O)NCC2CCCO2)c2cccc(C)c2C)no1 (stereo unspecified)	1	-0.8	-2	-0.5	-8	i	4	8	-2	-14
56	CCOc1ccccc1NC(=S)NC1CCCCC1	2	-1.2	3	-0.3	1	i	-2	-2	7	-3
